Bioassay records: PubChem, National Center for Advancing Translational Sciences (NCATS)
TDP1 block: qHTS Assay for Inhibitors of Tyrosyl-DNA Phosphodiesterase (TDP1) | Tyrosyl-DNA phosphodiesterase 1 (Homo sapiens), Q9NUW8 | recombinant TDP1, AlphaScreen DNA substrate cleavage | Potency, µM (top dose mostly 130 µM), for the others: at the top dose activity change, negative = inhibition, most hits filed as inhibitors | 0.28% of 350,000 active; also: nearly all actives have a fitted effect of over 40% in size
Target sequence (Q9NUW8 whole entry, looked up): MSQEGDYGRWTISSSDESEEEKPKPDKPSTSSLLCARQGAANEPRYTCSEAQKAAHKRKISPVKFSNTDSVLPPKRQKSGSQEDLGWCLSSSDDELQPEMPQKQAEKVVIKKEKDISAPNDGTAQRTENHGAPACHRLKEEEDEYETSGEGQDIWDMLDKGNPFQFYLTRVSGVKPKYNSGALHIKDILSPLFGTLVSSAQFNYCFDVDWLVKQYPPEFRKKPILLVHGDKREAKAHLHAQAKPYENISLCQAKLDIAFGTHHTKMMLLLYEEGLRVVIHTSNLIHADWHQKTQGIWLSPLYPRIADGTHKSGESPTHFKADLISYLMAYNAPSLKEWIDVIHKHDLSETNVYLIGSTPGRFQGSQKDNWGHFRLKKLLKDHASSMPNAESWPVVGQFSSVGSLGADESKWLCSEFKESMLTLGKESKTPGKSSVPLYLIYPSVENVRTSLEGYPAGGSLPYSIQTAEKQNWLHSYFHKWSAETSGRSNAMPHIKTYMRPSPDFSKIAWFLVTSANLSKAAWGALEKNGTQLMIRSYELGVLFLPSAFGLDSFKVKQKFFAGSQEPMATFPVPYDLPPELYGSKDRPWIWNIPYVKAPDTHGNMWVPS
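Tdp1 1 nM final; 15 min RT w/ cpd; substrate 15 nM, 5 min; beads 10 ug/ml, 10 min; AlphaScreen read. Neg ctrl: no enzyme.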
N370S GC mod: qHTS Assay for Inhibitors and Activators of N370S glucocerebrosidase as a Potential Chaperone Treatment of Gaucher Disease; Potency, µM (top dose mostly 59.4 µM), inactives show at the top dose activity change, negative = inhibition, most hits filed as inhibitors; 0.092% of 330,000 active; N370S GC spleen homogenate, 4MU-glucoside fluorescence; Lysosomal acid glucosylceramidase (Homo sapiens), P04062;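 also: 0% = full enzyme activity and -100% = no enzyme basal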
TDP1 cell noCPT: qHTS for Inhibitors of human tyrosyl-DNA phosphodiesterase 1 (TDP1): qHTS in cells in absence of CPT | DT40 Tdp1-/- hTDP1 cells, no CPT, ATP luminescence, 48 h | Potency, µM (series often up to 46.2 µM), without a hit: top-dose activity change, negative = growth inhibition, usual class: inhibitors | 15% of 420,000 active | AID 686978, 2013; also: nearly all actives have a fitted effect of over 55% in size
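Luminescent ATP content (CellTiter-Glo) served as the growth readout. Knockout chicken DT40 cells expressing human TDP1 were exposed to compounds without camptothecin for a minimum 48 hr at 37 °C.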
* hit, by the source's call; ? = inconclusive; / = no result given; & = joins results of further samples; [ ] = remark or other dose. Calls follow the shape of the dose curve; as a rule, active = well fitted curve in the direction sought with a large enough effect; inconclusive = small, poorly fitted or top-dose-only effect, or another doubt; inactive = no such curve, though single readings can be large; an effect the other way counts as inactive or inconclusive. Unless noted, % is scaled to controls: 0 for no effect and ±100 for the full control effect; potency is read from the fitted curve at half-maximal effect.

Each structure is followed by: TDP1 block | TDP1 cell noCPT | N370S GC mod
COc1ccc(NC(=S)NC23CN4CN(CN(C4)C2)C3)c(OC)c1
→ 4% | -4% | 6%
CN1C(=O)/C(=C2\SC(N)=NC2=O)c2ccccc21
→ 1% | 26µM* | 18%
CC1CCCC(C)N1C(=O)COc1ccc([N+](=O)[O-])cc1Cl (stereo not given)
→ 3% | ? | -5%
CNC(=O)c1ccc(Nc2nnc(-c3ccc(C(N)=O)cc3)c3ccccc23)cc1
→ / | 3% | -2%
O=C(Cc1cscn1)c1ccc(O)cc1O
→ 10% | -21% | -3%
NS(=O)(=O)c1ccc(NC(=O)C2C3C=CC(C3)C2C(=O)O)cc1 (stereo not given)
→ 0% | 9% | 1%
CCC(C(=O)NC1CCCCC1)n1c(SCc2cccc(C)c2)nc2ccncc21 (stereo not given)
→ 8%&0% | ? | 7%
COc1ccc(-c2csc(NC(=O)CC(C)C)n2)cc1
→ 5% | ? | -2%
CCOc1ccc(C(=O)N2CCn3c2nc2ccccc23)cc1
→ -3% | 10% | -3%
Cn1c(=O)cc(SCC(=O)NCC2CCCO2)c2ccc(Cl)cc21 (stereo not given)
→ 3% | -4% | 2%
CCC(C)NC(=O)Cn1c(=O)sc2ccccc21 (stereo not given)
→ 0% | -14% | 4%
O=C(COC(=O)CC12CC3CC(CC(Br)(C3)C1)C2)NC(=O)NCc1ccco1
→ 7% | 3% | 18%
CC1(C)Cc2c(sc(NC(=O)c3ccccc3Cl)c2C(=O)O)CO1
→ 2% | -2% | /
O=C(c1cn(Cc2ccccc2)nc1-c1cccnc1)N1CCN(Cc2c(F)cccc2Cl)CC1
→ -9% | 29µM* | /
C=CCOc1c(CNC2CCCC2)cc(Cl)cc1OC
→ 0% | ? | 1%
CCOC(=O)c1ccc(NS(=O)(=O)c2cc3c4c(c2)CCN4C(=O)CC3)cc1
→ 1% | ? | -3%
CCN(Cc1ccccc1)S(=O)(=O)c1cn(C)cn1
→ 0% | 23% | -11%
COC(=O)COc1ccccc1C(=O)Nc1ccc(OC)cc1
→ -3% | -3% | 16%
O=C1C(c2ccc(F)cc2)N(C2CCCCC2)C(=O)CN1C1CCCC1 (stereo not given)
→ 0% | -9% | 9%
CC(C)C[C@H](NC(=O)NCc1ccc(Cl)cc1)C(=O)O
→ 0% | 3% | 6%
CC1Cc2ccccc2N1C(=O)COc1cccc(-n2cnnn2)c1 (stereo not given)
→ 2% | ? | -24%
CC(C)C(c1nnnn1Cc1cccs1)N1CCN(C(=O)c2ccco2)CC1 (stereo not given)
→ 6% | -6% | ?
CCCN(CCC)S(=O)(=O)c1cc(Br)cc2c1N(C(=O)CC)CC2
→ -1% | 10µM* | 25%
CCc1ccccc1NC(=O)CN(C)C(=O)CSc1nn(-c2ccc(F)cc2)c(=S)s1
→ 4% | -27% | -8%
O=C(c1ccc(S(=O)(=O)c2ccc(F)cc2)c([N+](=O)[O-])c1)N1CCCCCC1
→ 0% | 2.3µM* | -1%
CCOC(=O)C1CCCN(CC(=O)Nc2c(C(=O)OC)[nH]c3ccc(Br)cc23)C1 (stereo not given)
→ 9% | 21µM* | 4%
CCN(CC)S(=O)(=O)c1cc(C(=O)Nc2cc(C)on2)ccc1Cl
→ / | ? | -4%
CCOc1ccccc1N(CC(=O)NC1CCCC1)C(=O)CNC(=O)c1cccs1
→ 10% | 2% | -17%
CCC(CC)NC(=O)c1ccc(Cl)cc1
→ 6% | 5% | 5%
O=C(NCc1ccccc1)c1ccc2nnsc2c1
→ 3% | -15% | 5%
COc1ccc(-n2cc(C#N)c(=O)n(Cc3ccc(F)cc3)c2=O)cc1
→ 3% | 15µM* | 2%
CCNC(=S)Nc1ccc(Cl)cc1
→ -3% | -34% | 9%
Cc1ccc(C(=O)N/N=C(\CC(C)C)c2ccccc2)cc1
→ ? | 21µM* | 5%
COc1cccc(C2CC(c3ccc(C)cc3)Nc3nc(N)nn32)c1 (stereo not given)
→ 5% | -20% | -1%
CC(C)N(C)C
→ 10% | / | -5%
Cc1nnsc1C(=O)Oc1ccc(C#N)cc1
→ 1% | -14% | /
O=S(=O)(NCC(c1cccnc1)N1CCN(Cc2ccccc2)CC1)c1ccccc1 (stereo not given)
→ 5% | ? | -1%
CC(C)c1ccc(OCC(=O)NNC(=S)NC(=O)c2cccs2)c(Br)c1
→ 1% | 23µM* | 0%
C(=N\c1c(-c2ccccc2)nc2n1CCS2)/c1ccccc1
→ 14% | -10% | -25%
CCN(CC)S(=O)(=O)c1ccc(NS(=O)(=O)CC23CCC(CC2=O)C3(C)C)cc1 (stereo not given)
→ 1% | ? | 3%
COCCNc1ccc([N+](=O)[O-])cc1C(=O)NC1CCCc2ccccc21 (stereo not given)
→ 2%[0.0935 µM] | ? | 3%
O=C(Nc1ccsc1C(=O)O)c1ccccc1Cl
→ / | -2% | -2%
CCC(=O)N1CCc2cc(Br)cc(S(=O)(=O)CCC(=O)Nc3ccccc3C)c21
→ -3% | -21% | /
Cc1ccccc1NC(=O)c1cccc(N2C(=O)C3CCCCC3C2=O)c1 (stereo not given)
→ -19% | -9% | -7%
CCCCc1nc2cc(C(=O)N3CCCC(OCCC)C3)ccc2o1 (stereo not given)
→ 1% | -27% | 0%
NNC(=O)COc1ccc2oc3c(c2c1)CCCC3
→ 4% | -4% | 3%
COc1ccc(S(=O)(=O)N2CCc3ccccc32)cc1C(=O)NC1(C)CCS(=O)(=O)C1 (stereo not given)
→ -5% | 0% | /
Cc1ccc(NC(=O)C2C3CCC(O3)C2C(=O)O)c(Br)c1 (stereo not given)
→ 3% | 9% | -22%
Cc1ccc(C)c(-n2ccnc2SCC(=O)Nc2cccc(S(=O)(=O)NC3=NCCC3)c2)c1
→ 1%[56.1 µM] | -17% | /
CCn1c(=O)c(C(=O)Nc2ccc(C)cc2)c(O)c2ccccc21
→ / | ? | -3%
CC(C)c1ccc(NC(=O)c2cccc3c2C(=O)N(C2CCCCC2)C3)cc1
→ 0% | -8% | /
C=C[C@@H]1c2ccccc2N(S(=O)(=O)c2ccc(C)cc2)[C@H](c2ccccc2)C1(C#N)C#N
→ 1% | 21µM* | /
Cc1sc2nc(COC(=O)CNC(=O)c3ccc(C(C)(C)C)cc3)[nH]c(=O)c2c1C
→ 4% | -6% | 21%
CC1CCN(S(=O)(=O)c2cc(C(=O)N3CCN(c4cccc(Cl)c4)CC3)n(C)c2)CC1
→ 2% | 18µM* | /
CC(C)C(=O)Nc1ccc(NC(=O)c2cccc3c(Br)cccc23)cc1
→ / | ? | -7%
O=C(Nc1cccc(C(F)(F)F)c1)c1cc(-c2cccs2)on1
→ -3% | ? | 2%
COc1ccccc1-c1nn(-c2ccccc2)cc1C(=O)N1CCc2ccccc2C1
→ 2% | ? | /
O=C(Nc1ccccc1C(F)(F)F)c1cccnc1
→ 2% | 4% | -24%
CC(NC(=O)c1ccccc1NC(=O)CSc1nnnn1C)c1ccccc1 (stereo not given)
→ 4% | 2% | 7%
CSCCC(NS(=O)(=O)c1ccc(C)cc1)C(=O)N1CCN(S(=O)(=O)c2ccc(F)cc2)CC1 (stereo not given)
→ 1% | -25% | -8%

Record cards, as listed above. Screens in order: TDP1 block | TDP1 cell noCPT | N370S GC mod
`Cc1ccc(C)c(-n2ccnc2SCC(=O)Nc2cccc(S(=O)(=O)NC3=NCCC3)c2)c1` is listed with 1%[56.1 µM] | -17% | /
`O=C(Nc1ccsc1C(=O)O)c1ccccc1Cl` is listed with / | -2% | -2%
`NNC(=O)COc1ccc2oc3c(c2c1)CCCC3` is listed with 4% | -4% | 3%
`CC(C)C(=O)Nc1ccc(NC(=O)c2cccc3c(Br)cccc23)cc1` is listed with / | ? | -7%

New compounds follow:
Each structure is followed by: TDP1 block | TDP1 cell noCPT | N370S GC mod
COc1ccc(/C=N/NC(=O)CCNc2n[nH]c(=O)[nH]c2=O)c(OC)c1
→ 7% | -13% | 9%
COC(=O)Cn1c(=O)c2c(nc3n2CC(C)CN3Cc2ccccc2)n(C)c1=O (stereo not given)
→ 2% | -18% | -4%
Brc1ccc(C2=CSC3=NCCN23)cc1
→ 0% | ? | 1%
COc1ccc(OCC(=O)Nc2ccc3oc(-c4ccncc4)nc3c2)cc1
→ -5% | -26% | -5%
O=C(NCC(c1ccco1)N1CCN(c2ccc(F)cc2)CC1)C(=O)NC1CC1 (stereo not given)
→ / | ? | 2%
CCOC(=O)c1sc(NC(=O)CSc2nc3ccccc3o2)c(C(=O)OCC)c1C
→ 3% | ? | 13%
O=C(c1cccs1)N(Cc1ccc(F)cc1)C1CCS(=O)(=O)C1 (stereo not given)
→ 3%[56.1 µM] | 21% | -1%
O=C(C1CC1)N1CCc2cc(Br)cc(S(=O)(=O)Nc3ccc(C(F)(F)F)cc3)c21
→ 6% | 16µM* | /
CCOC(=O)c1cc(-c2ccccc2)n(CC(=O)Nc2ccc(CC)cc2)c1C
→ 0% | 16µM* | /
Cc1ccc(Cl)cc1N1CCN(C(=O)c2cccn2-c2nnc(N3CCCC3)s2)CC1
→ 11% | 15µM* | /
COc1cc(/C=C2\SC(=O)N(CCNC(=O)c3c(C)noc3C)C2=O)cc(OC)c1OC
→ 0% | 16µM* | /
CCOC(=O)c1[nH]c2ccc(Br)cc2c1NC(=O)CCN1CCN(C(=O)OCC)CC1
→ 8% | ? | 1%
C/C(=C\CO)CCO
→ 8% | / | -3%
COc1ccccc1CCNS(=O)(=O)c1cn(C)c(=O)n(C)c1=O
→ 1% | 8% | 2%
Cn1cnc2cc(NC(=O)c3ccco3)ccc21
→ 0% | 0% | -1%
CCCCn1c(=O)c(CCC(=O)OC(C)C(=O)Nc2cccc(Cl)c2Cl)nc2ccccc21 (stereo not given)
→ 0% | ? | 7%
O=C1CCN(CCc2ccccc2)CCN1C(CSc1ccc(Br)cc1)c1ccccc1 (stereo not given)
→ 9% | / | -7%
CCN(CC)S(=O)(=O)c1ccc(C)c(NC(=O)COc2ccc(Cl)cc2Br)c1
→ 0% | ? | 18%
CCOc1ccc(-n2c(SCC(=O)N3CCOCC3)nc3c([nH]c4ccccc43)c2=O)cc1
→ -2% | ? | /
O=c1cc(NS(=O)(=O)c2ccccc2)nc(SCc2ccccc2Cl)[nH]1
→ 0% | ? | -4%
Cc1ccc(OCC(=O)Nc2ccccc2C(=O)OCc2cc(=O)n3nc(C4CC4)sc3n2)cc1
→ -4% | 10µM* | /
Cc1ccc(Cl)c2c1NC(=O)C2(O)CC(=O)c1ccc(Br)cc1 (stereo not given)
→ 8% | -19% | -6%
N#Cc1ccccc1S(=O)(=O)N1CCN(C(=O)CCC2CCCC2)CC1
→ 0% | -26% | /
CCn1ccc2cc(S(=O)(=O)N3CCC(C(=O)NCc4cccc(Cl)c4)CC3)ccc21
→ 7% | ? | /
O=C(NC1CCCCC1)C1CN(S(=O)(=O)c2ccccc2)CCN1S(=O)(=O)c1ccccc1 (stereo not given)
→ 2% | ? | -6%
COc1ccc2oc(C(=O)OCC(=O)NC3(C#N)CCCC3)c(C)c2c1
→ -9% | -11% | -2%
c1ccc(C2(Cn3ccc4ccccc43)OCCO2)cc1
→ 0% | -21% | 2%
COC(=O)CSc1nc(C)c(C(C)=O)cc1C#N
→ 7% | -8% | 1%
Cc1ccc(NC(=O)Cn2ccsc2=N)cc1S(=O)(=O)N(C)C
→ 0% | -3% | -26%
COc1ccc(C(CNC(=O)C(=O)NC2CCCC2)N2CCN(C)CC2)cc1 (stereo not given)
→ / | -22% | -13%
CCC(=O)N1CCc2cc(S(=O)(=O)N3CCCCC3CC)ccc21 (stereo not given)
→ 0% | -9% | 2%
Clc1ccc(OCCN2CCN(c3ncnc4sccc34)CC2)cc1
→ 7% | 0.58µM* | -2%
COc1ccc(NC(=O)COc2coc(CN3CCN(c4ccccc4)CC3)cc2=O)cc1
→ -1% | ? | 2%
Cc1cc(C)cc(-n2cnc3cc(C(=O)NCCc4ccccc4)ccc32)c1
→ 13% | ? | /
Cc1cc(C(=O)NCCCN2CCOCC2)n(-c2ccccc2)n1
→ 1% | -1% | -1%
O=C(COC(=O)c1ccc(Br)cc1)NCCN1C(=O)CSC1=O
→ -2% | 18% | -5%
CCC(=O)Nc1cccc(-c2nc3ccccc3c(=O)o2)c1
→ -6% | ? | 7%
Cc1ccc(-c2cc(C(=O)NCCCn3ccnc3)no2)cc1
→ 3% | ? | -9%
CCOc1ccc(CCNC(=O)Cc2ccc(NC(=O)N3CCSc4ncccc43)cc2)cc1
→ -3% | ? | /

Arranged by length of the SMILES (highest first): three of the compounds above.
Each structure is followed by: TDP1 block | TDP1 cell noCPT | N370S GC mod
CCOc1ccc(CCNC(=O)Cc2ccc(NC(=O)N3CCSc4ncccc43)cc2)cc1
→ -3% | ? | /
COc1ccc2oc(C(=O)OCC(=O)NC3(C#N)CCCC3)c(C)c2c1
→ -9% | -11% | -2%
c1ccc(C2(Cn3ccc4ccccc43)OCCO2)cc1
→ 0% | -21% | 2%

Some of the compounds tested (hit frequency here may not be typical).
